NPYLR7 ag = activates Aedes aegypti NPYLR7 receptor. HEK293T NPYLR7/Galpha15, GCaMP6s calcium fluorescence. activation, % at 10 µM. 0.15% of 270,000 active; in the data active means activation above about 40%;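 further: 0% = vehicle and 100% = reference agonist at the receptor; some compounds past the cut are filed as inactive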
hcGAS lum = inhibitors of human cGAS; Q8N884; recombinant h-cGAS, ATP depletion, Kinase-Glo luminescence; inhibition, % at 12.5 µM; 0.081% of 290,000 active;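 further: 0% = vehicle reaction and 100% = reaction without DNA for no activity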
Target sequence (Q8N884 whole entry, looked up): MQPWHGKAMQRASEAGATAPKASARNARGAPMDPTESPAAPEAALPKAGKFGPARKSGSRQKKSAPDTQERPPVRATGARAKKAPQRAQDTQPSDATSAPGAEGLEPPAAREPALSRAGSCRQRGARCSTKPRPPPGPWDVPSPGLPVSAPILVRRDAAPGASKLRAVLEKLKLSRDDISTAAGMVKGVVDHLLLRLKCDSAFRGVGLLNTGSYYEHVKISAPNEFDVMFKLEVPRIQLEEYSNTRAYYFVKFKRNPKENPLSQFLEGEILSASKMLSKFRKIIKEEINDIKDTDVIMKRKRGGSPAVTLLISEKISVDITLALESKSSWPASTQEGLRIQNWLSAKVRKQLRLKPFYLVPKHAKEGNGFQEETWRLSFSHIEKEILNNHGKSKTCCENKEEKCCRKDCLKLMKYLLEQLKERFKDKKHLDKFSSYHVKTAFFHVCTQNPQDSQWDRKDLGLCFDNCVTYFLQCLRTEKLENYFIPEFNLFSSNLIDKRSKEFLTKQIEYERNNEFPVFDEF
mcGAS inh = blocks mouse cGAS activity | Q8C6L5 | recombinant cGAS, Kinase-Glo ATP depletion luminescence | inhibition, % at 12.5 µM | 0.15% of 160,000 active | AID 1259399;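 further: 0% = negative control wells and 100% = reference inhibitor with no enzyme activity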
An asterisk follows results filed as active; x = no result given; & = joins results of further samples. Unless noted, no stated cut-off is given here; in the data, active means inhibition above about 40%; inactive means the rest.

SMILES | NPYLR7 ag | hcGAS lum | mcGAS inh
COc1cc(=O)n(-c2ccc(C)cc2)nc1C(=O)N1CCN(c2ccccc2Cl)CC1 | 6 | -6 | -7
NC(=S)NN=Cc1ccc(-c2nc3ccccc3s2)o1 | 7 | -5 | x
O=C(CSc1nc(=O)n(Cc2cccnc2)c2c1CCC2)Nc1ccccc1 | -5 | -6 | -9
CCOCCn1nc(C)cc1C(=O)N1CCOC(C(F)(F)F)C1 (stereo unspecified) | -7 | -7 | x
C=Cn1cc(CN2CCC(c3nn(C)c(=O)n3-c3ccccc3)CC2)cn1 | 5 | -7 | -19
C=CCN(CC(=O)N1CCc2sccc2C1c1ccccc1C)C(=O)c1cc(C(F)(F)F)cc(C(F)(F)F)c1 (stereo unspecified) | -11 | 26 | 1
Cc1nn(CC(=O)NC2CC2)c(=O)c2cc3sccc3n12 | 8 | -3 | -3
Cn1nnnc1SCCNC(=O)c1ccc2nc(C3CCCCC3)oc2c1 | 6 | 4 | x
COc1ccc(NC(=O)c2sc(=O)n(Cc3ccc(S(C)(=O)=O)cc3)c2C)cc1 | 6 | -5 | x
COc1ccc(S(=O)(=O)Oc2cc(CN(CC(C)C)C(=O)Nc3ccccc3OC)ccc2OC)cc1 | 2 | -3 | -5
CSc1ccc(NC(=O)CCCc2nc3ccccc3c(=O)[nH]2)cc1 | 5 | 3 | -3
CN(CCc1cn[nH]c1)C(=O)c1coc(COc2cccc(F)c2F)n1 | 19 | -7 | -17
CCCCN1CC2=C(C1=O)C(c1ccc(OCC)cc1)NC(=O)N2 (stereo unspecified) | -6 | -8 | x
Cc1cc(-c2c(C)nc3scc(CC(=O)NCCc4ccccc4)n3c2=O)n(C)n1 | x | 3 | -1
COc1ccc(CCOC(=O)[C@@H]2CCCN2C(=O)c2ccc(Br)cc2)cc1OC | 1 | -5 | -7
O=C(c1c(C(F)(F)F)ccc(Cl)c1F)N1CCN(c2nccc(-c3ccc(N4CCOCC4)cc3)n2)CC1 | 7 | 1 | -5
CCn1c2ccccc2c2cc(NC(C)C(=O)N(C)C3CCS(=O)(=O)C3)ccc21 (stereo unspecified) | 3 | -8 | x
Cc1ccccc1CO[C@]1(C(=O)NN2CCOCC2)CC(OCc2cccc(OC(F)(F)F)c2)[C@@H]2OC(C)(C)O[C@@H]2C1 (stereo partly specified) | 4 | 4 | -7
CCOC(=O)C(c1cccc(OC)c1)C1C=CC(NC(=O)c2c(Cl)cc(Cl)cc2Cl)C1 (stereo unspecified) | 3 | -5 | -5
COc1cccc(CN2CCCC(O)(CN3CCCNCC3)C2=O)c1OC (stereo unspecified) | 7 | -4 | x

Entries of single compounds as entered above. Order of values: NPYLR7 ag | hcGAS lum | mcGAS inh
`COc1ccc(CCOC(=O)[C@@H]2CCCN2C(=O)c2ccc(Br)cc2)cc1OC` is entered as 1 | -5 | -7
`CN(CCc1cn[nH]c1)C(=O)c1coc(COc2cccc(F)c2F)n1` is entered as 19 | -7 | -17
`C=Cn1cc(CN2CCC(c3nn(C)c(=O)n3-c3ccccc3)CC2)cn1` is entered as 5 | -7 | -19
`COc1cc(=O)n(-c2ccc(C)cc2)nc1C(=O)N1CCN(c2ccccc2Cl)CC1` is entered as 6 | -6 | -7
`NC(=S)NN=Cc1ccc(-c2nc3ccccc3s2)o1` is entered as 7 | -5 | x

New compounds follow.
SMILES | NPYLR7 ag | hcGAS lum | mcGAS inh
Cc1nc(=S)c2sc3nc4c(cc3c2[nH]1)COC(C)(C)C4 | 4 | -9 | x
Cc1cnn(C2CCCN(C(=O)c3cn[nH]c3-c3ccncc3)C2)c1 (stereo unspecified) | 1 | -4 | x
C=CCNC(=O)CN1CN(c2ccccc2)C2(CCN(S(=O)(=O)c3cccc(C(F)(F)F)c3)CC2)C1=O | 34 | -1 | -8
COc1cc(NC(=O)NCCc2ccc3c(c2)CCCN3C)cc(OC)c1 | -10 | -1 | x
COc1ccc(NC(=O)Cn2nc(C(F)(F)F)c(Cl)c2C)cc1OC | -7 | 0 | 0
COc1cccc(CNc2nccn3ccnc23)c1 | 2 | -13 | x
O=C(Cc1c(F)cccc1F)NS(=O)(=O)N1CCc2ccccc21 | -4 | 2 | x
NC(=O)COc1ccccc1-c1[nH]cnc1-c1ccccc1 | -5 | -4 | -12
CCN(CC)c1ccc2cc(-c3nnc(Nc4ccccc4C(F)(F)F)s3)c(=O)oc2c1 | -5 | -7 | x
CCCNS(=O)(=O)c1ccc(I)cc1 | -1 | -3 | x
CCCN(CC(=O)N(Cc1cccn1C)C1CC1)C(=O)Nc1ccccc1OC | -4 | -12 | -7
O=C(c1ccccc1C(F)(F)F)N1CCN(c2c3c(nc4ncnn24)CCCC3)CC1 | x | -1 | -4
O=C(NCCCOc1cccnc1)[C@H]1Cc2ccccc2CN1 | 19 | -2 | -15
C/C=C/C(=O)N1CCN(c2nccc(-c3ccc4c(c3)OCO4)n2)CC1 | 11 | -3 | -4
Cn1c(=O)c2nc(NNC(=O)c3ccc(Br)cc3)cnc2n(C)c1=O | 4 | -6 | x
CN(Cc1cc(Cl)nc(Cl)c1)CC1(O)CCCC1 | 4 | -8 | x
O=C(C1CCCC1)N(Cc1ccco1)Cc1nccn1Cc1ccccc1C(F)(F)F | -1 | -2 | -5
Cc1nnc(SCCC(C)C)[nH]c1=O | 1 | -6 | x
COc1cccc(Oc2cc(C)nc(SCc3ccc(F)c(F)c3)n2)c1 | 15 | -8 | -7
COc1ccc(-c2ccc(OCCNC(=O)COc3ccccc3)nn2)cc1 | -4 | -9 | -7
Cc1cc(C(=O)CSc2nnnn2-c2ccccc2)c(C)n1-c1cccc(F)c1 | 8 | -1 | 0
COc1cc(NC(=O)CSc2n[nH]c(N)n2)cc(OC)c1OC | -10 | 3 | x
COc1cc2c(cc1NC(=O)COc1ccc([N+](=O)[O-])cc1)oc1ccccc12 | 8 | -6 | -3
CCOC(=O)c1nn(-c2ccccc2)c(=O)cc1OCC(=O)Nc1ccc(OC)cc1OC | 11 | -7 | x
CN(Cc1ccc2nsnc2c1)Cc1ncc[nH]1 | -2 | -12 | x
CCOC(=O)C[n+]1c(C)cc(C)cc1C | 4 | -6 | x
CCn1ncnc1CN1CCCC(c2n[nH]c(=O)n2-c2ccccc2)C1 (stereo unspecified) | -3 | 4 | x
CN=c1scc(-c2ccccc2Br)n1N=Cc1cccc(O)c1 | 21 | -3 | -4
COc1ccc(CNCc2ccc3n2CCN=C3c2ccccc2)cc1 | 30 | -9 | x
O=[N+]([O-])c1ccc(Oc2cccnc2[N+](=O)[O-])c(Cl)c1 | 10 | -5 | x
COc1cc2nc(CC(C)(C)C)oc(=O)c2cc1OC | -2 | -5 | -9
Cc1csc(C(NC(=O)c2cc(S(=O)(=O)N(C)C)c[nH]2)C2CC2)n1 (stereo unspecified) | 1 | -4 | x
CCOc1ccc(C(=O)N2CCC3(CCOCC3)CC2)o1 | -5 | 1 | x
Cc1cc(=O)[nH]c(NCCNC(=O)C2(C)CCC(C(=O)N(C)C)C2(C)C)n1 (stereo unspecified) | 3 | -5 | x
Cc1ccc(-c2nnc(NCCCN3CCOCC3)c3ccccc23)cc1 | -2 | -8 | x
Cc1cccc(OCc2ccc(-c3nc(C#N)c(N4CCC(C(N)=O)CC4)o3)o2)c1 | 0 | -5 | -5
CC(C(=O)Nc1cc(Cl)cc(Cl)c1)N1CCC(C(=O)N2CCCC2)CC1 (stereo unspecified) | 1 | -5 | -7
COc1cc(CSc2ncc(CO)n2CC(=O)NC2CCCC2)cc(OC)c1 | 5 | -4 | x
O=C(Cc1ccc(Cl)cc1)N1CCC(n2cnc3ccccc32)CC1 | -7 | -5 | -6
O=C(NCc1cccnc1)c1nn(-c2ccccc2F)c(=O)n(Cc2cccc(Cl)c2)c1=O | 12 | -4 | -5
COCc1cnc2c(c1SCC(=O)N1CCCC1)c(=O)n(C)c(=O)n2C | 6 | -8 | -9
CN1CCC(=NNC(=O)CN(c2ccc(Oc3ccccc3)cc2)S(C)(=O)=O)CC1 | -8 | 0 | x
O=C(Nc1ccc2c(c1)OCO2)C1(S(=O)(=O)c2ccccc2)CCCC1 | -1 | -7 | -5
O=S(=O)(c1ccccc1F)N1CCC(Cc2ccc(C(F)(F)F)cc2)CC1 | 5 | -7 | -6
COc1cc(CC(=O)N=c2sccn2C)cc(OC)c1OC | 2 | -10 | -8
COc1cccc(NC(=O)CCC2CCN(S(=O)(=O)c3cccnc3)CC2)c1 | 2 | -2 | x
Fc1ccccc1Oc1nc(N2CCOCC2)nc2c1CN(Cc1ccc3c(c1)OCO3)CC2 | x | 2 | 0
COCCC(=O)Nc1ccc2c(c1)CN(C(=O)c1ccc(CSC)o1)CC2 | 3&1 | -3&-2 | x
O=C(NC(c1ccc(Cl)cc1)c1cnccn1)C1CCN(Cc2ccc(Cl)cc2)CC1 (stereo unspecified) | 6 | -6 | -4
C=CCN(CCC)C(=O)c1cc2ccccc2o1 | -5 | -7 | -13
Cc1cc(-c2ccc3nc(C(=O)N4CCN(c5ccccn5)CC4)cn3c2)ccc1F | 3 | -1 | x
CC(C)NC(=O)N(Cc1ccco1)Cc1nccn1Cc1cccc(C(F)(F)F)c1 | 2 | -1 | -6
N#CC(C#N)=NNc1ccc2c(c1)OCCO2 | -6 | -6 | x
CCOC(=O)CNC(=O)NC(C(=O)Nc1nnc(-c2cccc(OC)c2)s1)C(C)CC (stereo unspecified) | 2 | 9 | -4
O=C(NCCc1ccccn1)c1coc(CN(CCc2c[nH]c3ccccc23)Cc2cccc(F)c2)n1 | 18 | -4 | -1
CCCCN(CC(N)=O)C(=O)c1c(Cl)nc2ccccn12 | 11 | -8 | -17
O=C(CN1CCCc2cc(F)ccc21)NCc1ccco1 | -2 | -6 | x
O=S(=O)(NN=Cc1c[nH]c2ccccc12)c1ccccc1 | 8 | -12 | x
O=C(Nc1ccccc1Cl)Nc1ccnn1C1CCN(C(=O)CO)CC1 | 9 | -3 | -17
COC(=O)CSc1nc2c(c(=O)n(C)c(=O)n2C)n1CCC(C)C | x | -7 | -8
(more compounds)
SMILES | NPYLR7 ag | hcGAS lum | mcGAS inh
CCOC(=O)Cn1c(C)c(C)n2c3c(=O)n(C)c(=O)n(C)c3nc12 | -1 | -8 | x
COc1ccc(-c2cnc3ncnn3c2N2CCN(S(=O)(=O)c3ccc(Oc4cccc(Cl)c4C#N)cc3)CC2)cc1OC | x | -3 | -5
COC1C[C@](OCc2cccc(Cl)c2)(C(=O)NCC(C)C)C[C@H]2OC(C)(C)O[C@@H]12 (stereo partly specified) | -4 | -6 | -6
COc1ccccc1C(=O)Nc1nnc(CC(C)C)s1 | -10 | -11 | x
C=c1ccccc1=C1C=NNC(=NCc2nc(C)c(C)s2)N1 | -1 | -9 | x
Cc1cccc(Cn2c(CCNC(=O)CCC(C)O)nc3ccccc32)c1 (stereo unspecified) | -4 | -5 | x
Cc1ccccc1-n1c(C)nnc1SCc1ccc(C(=O)Nc2ccc3c(c2)OCO3)cc1 | x | 1 | 1
CC(=O)N(C)c1ccc(N=Nc2c(C)[nH]n(-c3nc(-c4ccccc4)cs3)c2=O)cc1 | -9 | 1 | 0
Cc1nc(SCC(=O)N2CCC(C)CC2)c2c3c(sc2n1)CCC3 | 1 | -8 | x
CC(CN1CCC(c2nncn2C)CC1)C(F)(F)F (stereo unspecified) | x | -17 | -6
CCn1nc(C)c(C(=O)N2CCCC3(CC2)CNC(=O)O3)c1C (stereo unspecified) | 5 | -3 | x
COc1ccc(-c2nnc(NC(=O)c3ccccc3Br)s2)c(OC)c1 | 0 | -2 | -5
CCCCC(CC)C(=O)N1CCN(C(=O)c2cc(-c3ccccc3)n(-c3ccccc3Cl)c2C)CC1 (stereo unspecified) | -2 | -8 | -4
CC(=O)c1ccc(Oc2cc(-n3nc(C)cc3C)nc(-c3ccccc3)n2)cc1 | -10 | -4 | x
COCCn1c(O)c(C=NCC(N)=O)c(=O)[nH]c1=S | 7 | -8 | -6
O=C(NC1CCCc2ccccc21)c1cncn1-c1ccc(-c2ccc(F)c(F)c2)cc1 (stereo unspecified) | -13 | 1 | 0
Oc1ccc(F)cc1CN1CCC(n2cc(C3CCCC3)nn2)CC1 | 4 | 2 | x
COc1cccc(CN(C)C(=O)CCn2cnc3sc4c(c3c2=O)CCCC4)c1 | -2 | -2 | -7
C(=C(c1ncc(-c2ccccc2)o1)[n+]1ccccc1)c1ccc(-c2ccccc2)cc1 | 0 | -6 | x
CCSc1nnc(NC(=O)CSc2nnc(NC(=O)c3ccccc3)s2)s1 | 20 | -5 | -4

In a second layout: entries from further up.
Below each SMILES – NPYLR7 ag, hcGAS lum, mcGAS inh
- Cc1nc(SCC(=O)N2CCC(C)CC2)c2c3c(sc2n1)CCC3
    1, -8, x
- CC(CN1CCC(c2nncn2C)CC1)C(F)(F)F (stereo unspecified)
    x, -17, -6
- CCn1nc(C)c(C(=O)N2CCCC3(CC2)CNC(=O)O3)c1C (stereo unspecified)
    5, -3, x
- COc1ccc(-c2nnc(NC(=O)c3ccccc3Br)s2)c(OC)c1
    0, -2, -5
- CCCCC(CC)C(=O)N1CCN(C(=O)c2cc(-c3ccccc3)n(-c3ccccc3Cl)c2C)CC1 (stereo unspecified)
    -2, -8, -4

(listing goes on)
SMILES | NPYLR7 ag | hcGAS lum | mcGAS inh
Cc1occc1C(=O)N(C)Cc1csc(C(C)C)n1 | -4 | -3 | x
O=C(CSc1nc(=O)n(CC2CCCO2)c2c1CCCC2)Nc1ccccc1 (stereo unspecified) | -4 | -4 | 0
COc1ccc2c(c1)CCc1c(-c3ccc(C(=O)NCCCSC)cc3)n[nH]c1-2 | 29 | -5 | -5
COc1ccc(-c2nn(-c3cccc(C)c3)c(OC(C)=O)c2-c2ccc(NC(=O)c3cccs3)cc2)cc1OC | -2 | -3 | -3
Cc1cccc2[nH]c(CNC(=O)[C@@H](N)Cc3c[nH]c4ccccc34)nc12 | 5 | -4 | x
CN(C)C(CN)c1cccc2ccccc12 (stereo unspecified) | -3 | -11 | x
CC(=O)Cc1nsc(N(C)C(=O)CC2CCCCC2)n1 | 10 | -7 | x

Screening data from PubChem.
